# PfGluPho inh = PfG6PD (Plasmodium falciparum) enzyme inhibition. PfGluPho enzyme, NADPH resazurin-diaphorase fluorescence. 0.78% of 350,000 active. inhibition, % at 20 µM. AID 504690;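 active = inhibition reaching at least a set limit at 20 µM in the primary screen, cut at about 59% in these data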;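 also: 0% = DMSO wells with substrate and 100% = DMSO wells lacking glucose-6-phosphate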
# SENP1 inh = SENP1 (human) catalytic domain inhibition. Q9P0U3. recombinant SENP1 catalytic domain, CyPet-SUMO1-YPet FRET cleavage. inhibition, % at 10 µM. 0.21% of 360,000 active. AID 624204;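 active = inhibition at least 30% at 10 µM, raw YFP signal under a set limit, fluorescence ratio 0.5 to 1.5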;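 also: 0% = enzyme with DMSO and 100% = no enzyme wells; some results filed as inactive read as strong as hits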
#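 Test system: hSENP1 catalytic domain, recombinant; Amount: 20 pM final SENP1 enzyme; Medium: Tris pH 8 buffer plus EDTA, NaCl, BME, BSA, NP40, catalase; Schedule: 50 min enzyme reaction, room temperature, light-protected; Technique: FRET fluorescence in CFP and YFP emission channels; Controls: no-enzyme wells low, DMSO-plus-enzyme wells high control.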
# SENP8 block-1 = blocks the human protease SENP8; purified SENP8, Z-RLRGG-aminoluciferin cleavage, luminescence; inhibition, % at 10 µM; AID 2540; 1.2% of 330,000 active; in the data active = inhibition above about 50%
# HKDC1 inhibitor = HKDC1 (human) hexokinase inhibition; Q2TB90; recombinant HKDC1, G6PDH/diaphorase resazurin coupled fluorescence; inhibition, % at 20 µM; 0.16% of 340,000 active;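 active = inhibition above about 35% when tested at 20 µM, limit read from the data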;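 also: plate controls were DMSO wells with enzyme for no effect and DMSO wells lacking enzyme for full effect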
#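 test system = in-house recombinant HK5 (HKDC1) enzyme | amount = HKDC1 at 5 µg/mL | control set = DMSO-enzyme wells negative, buffer-substituted wells positive | compound = one dose of 20 µM, 1% DMSO | schedule = reaction time 90 min, room temperature, protected from light | technique = resorufin fluorescence at 613 nm | reagent = glucose with 1 mM ATP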
# Apaf-1 inh = human Apaf-1 inhibition; AID 489030; reconstituted apoptosome caspase-3 activity, DEVD-Rh110 fluorescence; O14727; inhibition, % at 20 µM; 0.71% of 330,000 active; active = inhibition of at least 40% at 20 µM;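 also: plate controls were DMSO wells for no effect and DEVD-CHO caspase inhibitor wells for full effect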
# Target sequence (O14727 whole entry, looked up): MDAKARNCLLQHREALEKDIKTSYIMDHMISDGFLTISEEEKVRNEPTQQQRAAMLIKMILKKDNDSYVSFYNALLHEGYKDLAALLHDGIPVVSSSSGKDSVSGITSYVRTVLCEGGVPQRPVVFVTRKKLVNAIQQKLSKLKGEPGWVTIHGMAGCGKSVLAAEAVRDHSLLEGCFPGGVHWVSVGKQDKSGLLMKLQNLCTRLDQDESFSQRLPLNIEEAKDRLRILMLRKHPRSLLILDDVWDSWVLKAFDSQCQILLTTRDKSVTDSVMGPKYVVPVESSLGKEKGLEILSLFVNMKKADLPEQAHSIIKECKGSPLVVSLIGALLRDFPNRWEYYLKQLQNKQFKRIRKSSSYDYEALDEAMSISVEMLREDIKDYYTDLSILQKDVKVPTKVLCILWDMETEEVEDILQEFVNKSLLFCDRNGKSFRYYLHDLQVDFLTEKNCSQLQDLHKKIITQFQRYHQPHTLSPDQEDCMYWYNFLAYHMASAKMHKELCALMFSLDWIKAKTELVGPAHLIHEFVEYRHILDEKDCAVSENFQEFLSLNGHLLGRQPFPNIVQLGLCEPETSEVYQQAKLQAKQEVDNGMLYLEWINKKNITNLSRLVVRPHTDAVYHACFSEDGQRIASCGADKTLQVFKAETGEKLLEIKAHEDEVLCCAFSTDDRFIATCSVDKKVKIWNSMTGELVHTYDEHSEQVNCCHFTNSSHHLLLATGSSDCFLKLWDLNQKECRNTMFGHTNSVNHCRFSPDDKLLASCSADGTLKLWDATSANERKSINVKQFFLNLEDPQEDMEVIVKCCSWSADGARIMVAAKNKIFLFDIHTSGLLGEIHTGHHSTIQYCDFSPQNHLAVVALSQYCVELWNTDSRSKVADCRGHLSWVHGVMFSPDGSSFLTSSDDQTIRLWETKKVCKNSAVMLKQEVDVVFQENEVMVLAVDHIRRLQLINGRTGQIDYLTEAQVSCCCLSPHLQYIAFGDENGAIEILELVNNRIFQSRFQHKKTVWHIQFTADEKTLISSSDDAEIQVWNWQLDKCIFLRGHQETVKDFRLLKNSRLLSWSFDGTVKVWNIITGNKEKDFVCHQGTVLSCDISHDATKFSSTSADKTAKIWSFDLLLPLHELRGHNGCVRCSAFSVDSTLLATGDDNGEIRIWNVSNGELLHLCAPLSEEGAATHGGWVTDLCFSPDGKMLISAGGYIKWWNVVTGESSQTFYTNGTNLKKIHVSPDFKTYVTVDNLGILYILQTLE
#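 Material: reconstituted apoptosome with Apaf-1, cytochrome c, caspase-9, procaspase-3, dATP. Technique: Rh110 fluorescence intensity. Buffer or medium: pH 7.5 Hepes buffer with CHAPS, BSA, DTT. Times: 30 min plus 50 min, RT.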
# NLRP3 yeast inh = NALP3 inhibition in yeast. 0.39% of 330,000 active. inhibition, % at 10 µM. AID 2825. Yeast reconstituted NLRP3/ASC/caspase-1, beta-gal luminescence, 24 h;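 active = inhibition of 50% or more; inactive = inhibition below 50%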;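 also: plate controls were induced DMSO wells for no effect and uninduced yeast grown without galactose for full effect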
# SENP7 block = blocks the human protease SENP7. 1.5% of 330,000 active. recombinant SENP7, Z-RLRGG-aminoluciferin luminescence, 40 min. AID 434973. inhibition, % at 5 µM;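 active = inhibition above about 50% at the single test dose, limit read from the data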;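 also: plate controls were DMSO with enzyme for no effect and no enzyme buffer wells for full effect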
# SENP6 block = blocks the human protease SENP6; Q9GZR1; Recombinant SENP6 catalytic domain, aminoluciferin luminescence; inhibition, % at 10 µM; 1.8% of 330,000 active;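 active = inhibition above about 50% at the single tested dose, limit read from the data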;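 also: plate controls were DMSO wells with enzyme for no effect and DMSO wells lacking enzyme for full effect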
# SENP8 block-2 = blocks human SENP8 cleavage of Nedd8 substrate | recombinant SENP8, Nedd8 substrate fluorescence | inhibition, % at 20 µM | 0.64% of 360,000 active | AID 602440; in the data active = inhibition mostly above about 40%, no sharp cut-off; inactive = mostly below about 27%
# The depositor's hits bear a star; x = not tested or not shown.
SMILES,PfGluPho inh,SENP1 inh,SENP8 block-1,HKDC1 inhibitor,Apaf-1 inh,NLRP3 yeast inh,SENP7 block,SENP6 block,SENP8 block-2
Cc1ccc(-n2c(CNC(=O)c3cccs3)nnc2SCC(=O)NO)cc1,-6,0,3,2,-3,2,12,-13,0
Nc1sc2c(c1C(=O)NCCc1ccccc1)CCC2,30,-25,5,0,2,10,0,6,-7
Cc1ccc(C(=O)C(=S)N2CCOCC2)cc1,-7,4,-5,-8,-5,6,-3,-6,18
N#Cc1cc(-c2ccccc2)nc(NN)n1,-16,5,-6,-1,2,23,1,7,19
Cc1ccc(Cl)cc1N1CCN(C(=O)c2ccccc2SCC(=O)N2CCCC2)CC1,8,1,-13,-2,14,20,0,-7,-33
O=C(/C=C/c1ccccc1)NC(=S)Nc1cccnc1,-3,0,-10,2,-6,17,0,-9,21
O=C(N/C(=C/c1cccc([N+](=O)[O-])c1)C(=O)N1CCCCCC1)c1ccco1,6,1,-1,0,14,21,8,-8,7
O=C(CSCc1ccc(Cl)cc1)NCC1CCCO1 (stereo not drawn),-8,0,7,-3,0,10,6,7,18
COc1ccc(/C(C)=N/N=C2/NC(=O)CC(C(=O)O)S2)cc1 (stereo not drawn),-12,2,-4,3,4,-11,-4,1,21
COc1ccccc1N1CCN(C(=O)C(C)N(c2ccc(C)c(C)c2)S(C)(=O)=O)CC1 (stereo not drawn),12,3,-9,-2,2,11,12,-1,21
CN1CCN(C(=O)/C=C/c2ccc(Cl)c(Cl)c2)CC1,1,0,-6,4,4,19,4,-7,5
COC(=O)c1ccc(COc2ccccc2/C=N/NC(N)=O)o1,-5,0,6,0,-10,7,-5,-10,6
O=C(Nc1ccccc1)N(Cc1ccccc1)Cc1ccccc1,-8,0,-3,5,2,22,2,1,6
CCOc1ccc(-n2c(SCC(=O)Nc3nccs3)nnc2-c2ccoc2C)cc1,-1,1,7,3,13,14,-1,-2,1
Cn1c(Sc2ccc(C(F)(F)F)cc2[N+](=O)[O-])nnc1-c1ccccc1,11,-1,-10,-7,-11,15,3,-12,21
CC1CCc2c(sc(NS(=O)(=O)c3ccccc3)c2C(=O)OC(C)C)C1 (stereo not drawn),-14,8,4,1,16,-1,-6,-19,14
O=C1CCc2cc(S(=O)(=O)Nc3ccc(F)cc3)ccc2N1,-15,2,9,-3,5,7,-4,-10,-8
Cc1nc2ccccc2c(=O)n1CCCn1ccnc1,12,0,1,2,4,12,0,2,16
O=C(Nc1ncccc1O)c1ccc(Cl)c(S(=O)(=O)N2CCCCCC2)c1,-12,0,0,10,-4,23,1,-6,15
COc1ccc(NC(=O)N2CCc3ccccc3C2)cc1,1,3,-9,3,-8,18,-5,-10,2
COc1ccc(Nc2nc3ccccc3nc2NS(=O)(=O)c2cccs2)cc1,-29,-23,2,4,10,7,12,-4,-166
COc1ccccc1N1CCN(/N=C(\C)c2ccc(O)cc2)CC1,-25,2,-3,2,-10,24,-7,3,12
CC(C)c1ccc(NC2CCCN(C(=O)CCN3CCCO3)C2)cc1 (stereo not drawn),-5,-2,2,6,2,7,-8,-9,2
CCOC(=O)c1nn(-c2ccccc2)c2nc(-c3ccc(OC)cc3)c(C#N)c(=O)n12,2,-64,0,-8,6,0,-3,-11,-283
COc1ccc(CCNC(=O)c2cc(-c3ccccn3)nc3ccccc23)cc1,3,1,9,-7,-5,11,-4,-9,0
Cc1cccc(C)c1N(Cc1ccccc1F)S(C)(=O)=O,18,2,-1,-10,4,4,3,-1,7
C(=N\n1cnnc1)/c1ccc(N2CCOCC2)s1,3,-144,4,-6,-1,2,-6,-8,-157
O=C(O)Cn1c(=O)c(-c2ccccc2)nc2ccccc21,-13,-2,-3,-1,-4,11,-9,-10,-299
CCOP(=O)(c1ccc(N(C)C)cc1)C(O)c1ccccc1OC (stereo not drawn),6,2,0,-8,-6,2,-2,11,22
CC(C)c1ccc(C(=O)CN2C(=O)NC3(CCc4ccccc43)C2=O)cc1 (stereo not drawn),0,0,-7,0,30,12,-2,-11,9
Cc1cc(NCC(C)C)n2ncnc2n1,0,1,2,-3,1,3,-3,-11,16
O=C(O)CSc1nc2ccccc2n1-c1ccccc1,-19,0,-6,1,9,-6,-13,0,20
O=C(O)c1csc(N/N=C/c2ccc(Br)cc2)n1,-5,-10,x,-4,x,x,x,x,-46
CC(=O)C1C(c2cccc(F)c2)NC(=O)NC1(O)C(F)(F)F (stereo not drawn),-8,0,-8,3,-1,13,1,-17,10
COc1ccc(CC(=O)NC2CCCCCC2)c(OC)c1,-8,0,-3,-1,2,27,6,-12,3
C/C(=C1/C(=O)N(c2ccc([N+](=O)[O-])cc2)N=C1c1ccccc1)N(C)C,x,x,13,x,6,28,9,14,x
CC(=O)Nc1nonc1NC(=O)CSc1ccccn1,-8,1,-7,1,0,-3,3,5,22
O=C(NCc1cccs1)Nc1cccc(Cl)c1,22,2,-1,6,-2,-5,5,-10,29
CC(=O)c1sc(NC(=O)CCS(=O)(=O)c2ccc(Cl)cc2)nc1C,-10,-5,4,-7,3,-5,2,1,16
Cc1ccn2c(Nc3ccc4c(c3)OCO4)c(-c3ccc(O)cc3)nc2c1,23,-11,2,-1,16,6,0,6,-461
CC(C)Cn1c(N)c(C(=O)COC(=O)c2ccc(O)cc2)c(=O)n(C)c1=O,-1,-7,-1,-6,-3,3,-3,-14,16
CC(C)(C)OC(=O)N1CC(O)CC1C(=O)OCC(=O)c1ccc(Cl)cc1 (stereo not drawn),-4,3,4,-7,-2,10,5,4,8
CC1=NN(C(=O)Cc2ccc(C)cc2)C(O)(c2cccnc2)C1 (stereo not drawn),1,3,1,-1,-3,6,5,-7,18
CCOc1cc2c(cc1OCC)CN(C(=O)c1cccc(S(=O)(=O)N3CCCC3)c1)CC2,0,3,-1,-3,5,16,4,0,5
CCCCCCCCCCOC(=O)c1csc2nnsc12,10,1,-4,-2,-7,25,-5,-9,9
O=C(NCC1CCCO1)c1cc(S(=O)(=O)Nc2ccc(Br)cc2)ccc1Cl (stereo not drawn),-27,1,-8,7,7,14,3,-17,4
COCCn1c(C)nnc1SCC(=O)Nc1ccccc1[N+](=O)[O-],-22,-1,3,1,-16,10,-8,13,14
Nc1nc(NCC2CCCO2)nc(NCC2CCCO2)c1[N+](=O)[O-] (stereo not drawn),11,1,-8,-9,-2,1,-11,-19,14
COc1cc2nc(=S)n(CCCN3CCOCC3)c(N)c2cc1OC,10,-3,x,-2,x,x,x,x,-125
CC(C)(Oc1ccc(C2CC2(Cl)Cl)cc1)C(=O)O (stereo not drawn),-20,-1,10,4,-9,18,2,-6,11
CC(=NCCc1c(C)[nH]c2ccc(OCc3ccccc3)cc12)C1=C(O)CC(c2ccccc2)CC1=O (stereo not drawn),22,0,2,6,-3,28,-11,-8,14
Cc1ccc(SCc2cc(-c3ccc(Cl)cc3)no2)cc1,-5,-2,-3,-1,78*,8,1,7,17
COc1ccccc1CNC(=O)N1CCN(c2ccccc2Cl)CC1,4,2,-15,-5,12,25,2,-10,14
COc1ccc(NC(=O)c2cc(-c3cccs3)on2)c(OC)c1,-6,0,-2,-10,1,25,7,-3,16
O=C(NNC(=O)c1ccc(Br)o1)c1csc(N2CCOCC2)n1,-7,0,-1,0,-8,16,10,-1,11
C=CCOc1c(Cl)cc(CNn2cn[nH]c2=S)cc1OC,16,0,9,1,-2,11,-3,15,0
COc1ccc(-c2nc(N=Nc3ccc(O)cc3)n[nH]2)cc1,-13,4,-11,-2,10,21,-6,-4,30
CCCOc1ccc(NC(=O)CC2C(=O)N(c3ccc(OCC)cc3)C(=S)N2C2CC2)cc1 (stereo not drawn),-4,2,1,-3,-2,1,3,6,8
COCCC(=O)Nc1ccc2c(c1)CN(C(=O)CCSC)CC2,-3,1,-2,-5,13,-1,7,-22,5
Cc1ccc(C)c(Nc2cc(C)nc3ccccc23)c1,-3,0,1,1,-1,12,0,6,20

# In the list so far, these contain a Cl atom:
SMILES,PfGluPho inh,SENP1 inh,SENP8 block-1,HKDC1 inhibitor,Apaf-1 inh,NLRP3 yeast inh,SENP7 block,SENP6 block,SENP8 block-2
Cc1ccc(Cl)cc1N1CCN(C(=O)c2ccccc2SCC(=O)N2CCCC2)CC1,8,1,-13,-2,14,20,0,-7,-33
O=C(CSCc1ccc(Cl)cc1)NCC1CCCO1 (stereo not drawn),-8,0,7,-3,0,10,6,7,18
CN1CCN(C(=O)/C=C/c2ccc(Cl)c(Cl)c2)CC1,1,0,-6,4,4,19,4,-7,5
O=C(Nc1ncccc1O)c1ccc(Cl)c(S(=O)(=O)N2CCCCCC2)c1,-12,0,0,10,-4,23,1,-6,15
O=C(NCc1cccs1)Nc1cccc(Cl)c1,22,2,-1,6,-2,-5,5,-10,29
CC(=O)c1sc(NC(=O)CCS(=O)(=O)c2ccc(Cl)cc2)nc1C,-10,-5,4,-7,3,-5,2,1,16
CC(C)(C)OC(=O)N1CC(O)CC1C(=O)OCC(=O)c1ccc(Cl)cc1 (stereo not drawn),-4,3,4,-7,-2,10,5,4,8
O=C(NCC1CCCO1)c1cc(S(=O)(=O)Nc2ccc(Br)cc2)ccc1Cl (stereo not drawn),-27,1,-8,7,7,14,3,-17,4
CC(C)(Oc1ccc(C2CC2(Cl)Cl)cc1)C(=O)O (stereo not drawn),-20,-1,10,4,-9,18,2,-6,11
Cc1ccc(SCc2cc(-c3ccc(Cl)cc3)no2)cc1,-5,-2,-3,-1,78*,8,1,7,17
COc1ccccc1CNC(=O)N1CCN(c2ccccc2Cl)CC1,4,2,-15,-5,12,25,2,-10,14
C=CCOc1c(Cl)cc(CNn2cn[nH]c2=S)cc1OC,16,0,9,1,-2,11,-3,15,0
